Screening data as filed in PubChem BioAssay.
PTK2B oligo ant: antagonists of human Pyk2 oligomerization; z-score (the deposit names both 25 µM and 10 µM); 0.83% of 99,000 active; Q293 cells, Pyk2 FERM NanoBiT luminescence; hits give low values; Q14289;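 active means Z-score of -3 or lower, scaled per plate to the spread of control and sample wells; inactive means z-score above -3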;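 further: negative z-score means lost luminescence so less FERM oligomerization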
Target sequence (Q14289 whole entry, looked up): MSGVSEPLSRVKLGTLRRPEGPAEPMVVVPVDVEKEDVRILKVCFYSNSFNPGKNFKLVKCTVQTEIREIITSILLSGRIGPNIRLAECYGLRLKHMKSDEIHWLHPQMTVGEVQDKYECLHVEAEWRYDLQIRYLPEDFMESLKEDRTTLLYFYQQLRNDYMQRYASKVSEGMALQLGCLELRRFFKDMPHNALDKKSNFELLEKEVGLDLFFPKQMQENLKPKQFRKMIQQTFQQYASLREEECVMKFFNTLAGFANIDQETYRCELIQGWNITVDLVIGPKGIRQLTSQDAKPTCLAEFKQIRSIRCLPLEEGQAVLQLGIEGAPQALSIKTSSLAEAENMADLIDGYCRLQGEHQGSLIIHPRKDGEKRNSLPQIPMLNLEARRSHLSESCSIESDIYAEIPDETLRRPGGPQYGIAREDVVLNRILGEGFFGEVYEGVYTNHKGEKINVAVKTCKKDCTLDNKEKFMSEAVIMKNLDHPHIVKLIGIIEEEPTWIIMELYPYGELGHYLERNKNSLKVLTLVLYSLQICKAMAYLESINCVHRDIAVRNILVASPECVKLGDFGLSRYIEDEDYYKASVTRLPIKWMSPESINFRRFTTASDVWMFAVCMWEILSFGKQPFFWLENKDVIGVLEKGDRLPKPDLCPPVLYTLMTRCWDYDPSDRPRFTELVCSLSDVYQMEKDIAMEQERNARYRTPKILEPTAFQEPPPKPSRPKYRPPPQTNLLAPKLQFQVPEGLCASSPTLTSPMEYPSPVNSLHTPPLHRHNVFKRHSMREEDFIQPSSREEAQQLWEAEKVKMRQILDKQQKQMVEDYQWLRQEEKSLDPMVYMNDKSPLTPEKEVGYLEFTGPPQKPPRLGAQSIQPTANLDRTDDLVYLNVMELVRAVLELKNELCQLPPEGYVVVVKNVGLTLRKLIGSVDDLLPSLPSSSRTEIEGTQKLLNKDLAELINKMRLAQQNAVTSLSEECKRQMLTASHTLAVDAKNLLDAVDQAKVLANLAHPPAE
Starred values were filed as active, the others as inactive.

PTK2B oligo ant	structure
-0.34	CCNc1nc(Cl)nc(NCCOc2ccc(C)cc2)n1
0.13	CCc1ccc(OCC(=O)NC(NC(=S)Nc2ccccc2)C(Cl)(Cl)Cl)cc1 (stereo unspecified)
-1.6	N#C/C(=C\c1ccccc1[N+](=O)[O-])c1nc(C2CC2)cs1
1.4	C[C@]12CCC3C(CC=C4C[C@@H](O)CC[C@@]43C)C1CCC2[C@]1(C)CCC(=O)O1 (stereo partly specified)
0.18	COc1ccc(/C=C/C(=O)c2oc3ccc(F)cc3c2C)cc1
-0.45	C=CCc1c(OC(C)=O)c2ccccc2n(C)c1=O
-1.3	CCCC(=O)NC(c1ccc(N(C)C)cc1)c1c(O)ccc2ccccc12 (stereo unspecified)
0.23	CC(C)OC(=O)CCCNc1ccc([N+](=O)[O-])cc1[N+](=O)[O-]
-0.23	C/C(CC(=O)Nc1ccc(Cl)cc1Cl)=N\NC(=O)C(=O)NCCO
-0.11	CCOC(=O)C1=C(C)Nc2ccccc2N=C1NC(=O)Cc1ccc(OC)cc1
0.05	Cn1c(CNC(=O)c2cccs2)n[nH]c1=S
0.21	CCOc1ccc(C(=O)Nc2cccc(SC)c2)cc1

Rewritten comma-delimited: part of the list above
molecule,PTK2B oligo ant
C[C@]12CCC3C(CC=C4C[C@@H](O)CC[C@@]43C)C1CCC2[C@]1(C)CCC(=O)O1 (stereo partly specified),1.4
COc1ccc(/C=C/C(=O)c2oc3ccc(F)cc3c2C)cc1,0.18
C=CCc1c(OC(C)=O)c2ccccc2n(C)c1=O,-0.45

Additional results
PTK2B oligo ant	structure
0.09	O=[N+]([O-])c1cc([N+](=O)[O-])c2cccnc2c1Oc1ccccc1O
0.26	CCOc1ccc(/C=N/OCC(=O)NCc2cccs2)cc1
-1	N#Cc1sc2nc(-c3cccs3)cc(-c3ccc(F)cc3)c2c1N
-0.25	COc1ccc(/C=C/C(=O)Nc2ccc3c(c2)OCCO3)cc1OC
-1	CNC(=O)c1ccsc1NC(=O)c1ccc(S(=O)(=O)N2CCOCC2)cc1
1.1	O=c1[nH]c(CSc2nc(-c3ccc(F)cc3)cs2)nc2ccccc12
0.16	COc1ccc(Oc2coc3cc(OC(=O)/C=C/c4ccccc4)ccc3c2=O)cc1
-0.32	CCC(CC)c1nnc(NC(=O)c2ccc([N+](=O)[O-])cc2)s1
0.9	CCOC(=O)c1cn(Cc2cccc(Cl)c2)nn1
0.11	CCOC(=O)C1=C(C)N(c2ccccc2)C(=O)/C1=C\c1ccco1
0.93	O=C(CSc1nnc(NCc2ccccc2)s1)N1CCOCC1
-0.38	CCc1c(OC(C)=O)c2ccccc2n(C)c1=O
-0.26	CC(C)c1ccc(NC(=S)NC2CCN(Cc3ccccc3)CC2)cc1
-0.75	COc1ccc(/C=C/C(=O)Oc2ccc(/C=N/NC(=O)c3ccccc3)cc2)cc1OC
0.22	Fc1ccc(Sc2ccccc2CNC2=NCCN2)cc1
0.36	COC(=O)c1c(NC(=O)CN2C(=O)C(=O)N(CC(C)C)C2=O)sc2c1CCCCC2
-0.02	COc1ccc(NC(=O)C(c2ccccn2)N(C(C)=O)c2ccc(C)cc2)cc1 (stereo unspecified)
0.73	O=S(=O)(NCc1ccco1)c1ccc(Cl)nc1
-1.4	COc1ccc2c(c1OC)C(=O)OC2Nc1nc(-c2cc3cc([N+](=O)[O-])ccc3oc2=O)cs1 (stereo unspecified)
-0.61	O=[N+]([O-])c1cc(S(=O)(=O)c2ccc(N3CCCCC3)c([N+](=O)[O-])c2)ccc1N1CCCCC1
0.22	Cc1ccc(C(C)(C)C)c(OCCN2CCCC2)c1
-2.3	COC(=O)CNC(c1ccccc1)c1cc(Cl)ccc1NC(=O)c1cccc(Cl)c1 (stereo unspecified)
-0.14	COc1ccc(OCC(=O)NNC(=O)c2cc3ccccc3o2)cc1
-0.31	COc1cc(/C=N/N2C(=O)C3C4c5ccccc5C(c5ccccc54)C3C2=O)ccc1O (stereo unspecified)
1.4	CCCc1ccc(Oc2coc3cc(OCC(=O)Nc4ccccc4C)ccc3c2=O)cc1
0.9	O=C(Nc1ccccc1)ON=C1CCCC1
0.48	Cc1ccc(N2C(=O)C3C(C(=O)c4ccccc4)=NN(c4ccccc4)C3C2=O)cc1 (stereo unspecified)
0.52	C=C(C)CNC(=S)NNC(=O)CCn1c2ccccc2c2ccccc21
0.71	CCc1cccc(C)c1NC(=O)CN(C)Cc1cccc(F)c1
-0.38	Cc1cc(=O)[nH]c(N/N=C/c2cccs2)n1
-0.91	N=C1/C(=C\c2ccc(-c3cc(Cl)cc(Cl)c3)o2)C(=O)N=C2SC=C(c3ccccc3)N12
-0.96	Cc1cccc2cc(CN(CC3CCCO3)C(=S)NCc3ccco3)c(=O)[nH]c12 (stereo unspecified)
0.03	CC(C)c1ccccc1NC(=O)Cn1c(-c2ccccc2Cl)nc2ccccc21
-0.66	CC(=O)Nc1ccc(/C(C)=N/NC(=O)c2ccccc2Cl)cc1
2.7	Cc1ccccc1NC(=S)N(C)CCc1ccccn1
1.1	COC(=O)c1ccc(/C=N/N2CCN(Cc3ccc(C)cc3C)CC2)cc1
-0.4	COC(=O)c1ccc(NC(C(=O)OC)C(C)C)c([N+](=O)[O-])c1 (stereo unspecified)
-0.04	O=C(NC(Nc1ccc(F)cc1)(C(F)(F)F)C(F)(F)F)c1cccnc1
1.3	O=C(COc1ccc(F)cc1)N(c1ccccn1)C1CCCCC1
0.46	Cc1ccc(C)n1-c1ccc(C(=O)NC2CCN(Cc3ccccc3)CC2)cc1
0.91	Cc1c(C(=O)NC(C)C)c(-c2ccccc2)nn1-c1ccccc1
0.45	CC(C)(C)N(NC(=O)c1ccccc1)C(=O)c1ccc(C(=O)N(NC(=O)c2ccccc2)C(C)(C)C)cc1
-0.1	Cc1ccc(Cn2ccc(NC(=O)c3nn(C)cc3[N+](=O)[O-])n2)cc1
0.54	COc1ccc(CNc2nc(SCc3cc(=O)n4cc(Cl)ccc4n3)nc3ccccc23)cc1
-0.28	O=C1c2ccccc2C(=O)N1CC(=O)N1c2ccccc2Sc2ccc(C(F)(F)F)cc21
-1.6	COc1ccc(OC)c(/C=C/C(=O)Nc2ccc3c(c2)CCC3)c1
-0.86	O=C(COc1ccc(Br)cc1)N(Cc1ccccc1)c1ccccn1
0.31	COc1cccc(/C=C/C(=O)OCC(=O)NCC2CCCO2)c1 (stereo unspecified)
0.26	COc1ccc2cnnc(SCC(=O)Nc3ccccc3)c2c1OC
-0.79	CCNC(=S)N(Cc1ccccc1)Cc1nc2ccccc2c(=O)[nH]1
-0.27	Cc1cc(C)n(CCC(=O)N/N=C/c2ccc(O)cc2O)n1
0.32	COc1ccc(N2CCN(C(CNC(=O)C(=O)NCCC3=CCCCC3)c3ccco3)CC2)cc1 (stereo unspecified)
1.4	CCc1ccccc1NC(=O)COc1ccc2oc(-c3ccc(OC)cc3)cc(=O)c2c1
0.53	Cc1cccnc1NC(=O)c1ccccc1-c1ccccc1C(=O)Nc1ncccc1C
-0.43	O=C1c2ccccc2C(=O)N1CN(C(=O)c1ccccc1[N+](=O)[O-])c1ccc(F)cc1
1.4	CCCNC(=O)C/C(C)=N/NC(=O)COc1ccc(C)cc1Br
-1.2	CC(/C=C1\SC(=O)N(CC(=O)Nc2ccc(O)cc2)C1=O)=C\c1ccccc1
0.29	Cc1cccc(Nc2nnc(SC/C(O)=C(\C#N)c3nc4ccccc4[nH]3)s2)c1
-0.59	COc1cccc(N/C(SCc2ccccc2F)=C(/C#N)C(=O)NCc2cccs2)c1
-0.01	Brc1ccc2c(c1)C(C1=NCCN1)c1ccccc1CS2 (stereo unspecified)

Continued:
PTK2B oligo ant	structure
-2.1	O=C(NCc1cccnc1)/C(=C\c1ccc(-c2ccc(Cl)c(Cl)c2)o1)S(=O)(=O)c1ccccc1
-1.2	O=C(O)c1ccc2nc(-c3ccccc3)c(-c3ccccc3)nc2c1
-2.9	CCOc1cc(/C=N/NC(=O)c2ccc(CN3CCOCC3)cc2)ccc1OCc1ccccc1
-0.82	CCOc1ccc(S(=O)(=O)N2CCN(C(=O)c3cc4c(s3)CCCC4)CC2)cc1
-0.17	C/C(=N\NC(=O)C1CC1(c1ccccc1)c1ccccc1)c1cccc([N+](=O)[O-])c1 (stereo unspecified)
0.28	CCC(C)n1ncn(-c2ccc(N3CCN(c4ccc(OC)cc4)CC3)cc2)c1=O (stereo unspecified)
0	COc1cc(NS(=O)(=O)c2ccc(NC(=S)NC(=O)c3sc4cc(F)ccc4c3Cl)cc2)nc(OC)n1
-0.5	O=c1c2ccccc2cnn1CCOc1ccccc1
1.6	COc1ccc(/C(O)=C2\C(=O)C(=O)N(CCN(C)C)C2c2cccc(OC)c2OC)cc1 (stereo unspecified)
0.08	CN(C)S(=O)(=O)c1ccc2nnn(OCC(=O)NC34CC5CC(CC(C5)C3)C4)c2c1
1.8	COc1cc(/C=C/C(=O)OCC(=O)NCC2CCCO2)ccc1OCC#N (stereo unspecified)
1.3	COCCn1c(-c2ccccc2)nc2ccccc21
-0.08	CC1CCN(C(=S)NC2CC3CCC2C3)CC1 (stereo unspecified)
-0.09	COc1cccc(-n2cnc3sc(C)c(C)c3c2=O)c1
-0.22	O=[N+]([O-])c1cc(S(=O)(=O)Nc2ccccc2)ccc1NCc1ccccc1
0.06	O=c1oc2ccccc2c(NCc2ccccc2)c1[N+](=O)[O-]
-0.66	CC1=CC(C)(C)n2c(O)c(N=N)c3cc(C)cc1c32
0.8	Cc1c(-c2ccccc2)[nH]n2c(=O)c3c(nc12)CCCC3
0.95	CCN(CC)S(=O)(=O)c1ccc(Cl)c(NC(=O)COc2ccc3c(C)cc(=O)oc3c2)c1
-0.92	O=C(/C=C/c1cccc([N+](=O)[O-])c1)NC(=S)Nc1ccc(CN2CCOCC2)cc1
0.14	CC(C)Nc1nnc(SCC(=O)c2c[nH]c3ccccc23)s1
-1.1	O=C(COc1ccccc1)N1c2ccccc2Sc2ccccc21
-0.89	Cc1c(Cl)cccc1N/C(SCC(=O)N1CCCCCC1)=C(/C#N)c1nc2ccccc2s1
0.07	C/C(=N\NC(=O)COc1ccc(C)cc1C(C)C)c1ccc(-n2ccnc2)cc1

4 of the compounds above, with each value named:
COc1cccc(-n2cnc3sc(C)c(C)c3c2=O)c1
  PTK2B oligo ant: -0.09
O=[N+]([O-])c1cc(S(=O)(=O)Nc2ccccc2)ccc1NCc1ccccc1
  PTK2B oligo ant: -0.22
O=c1oc2ccccc2c(NCc2ccccc2)c1[N+](=O)[O-]
  PTK2B oligo ant: 0.06
CC1=CC(C)(C)n2c(O)c(N=N)c3cc(C)cc1c32
  PTK2B oligo ant: -0.66

(next part)
PTK2B oligo ant	structure
0.47	COc1ccc(C(=O)NC(C(=O)N2CCc3ccccc32)C(C)C)cc1 (stereo unspecified)
1.3	Cc1cc(OCCN2CCCC2)cc(C(C)C)c1
-0.87	Cc1ccc(C(=O)Nc2ncc(Cc3ccc(SC(F)F)cc3)s2)cc1
-1.8	COC(=O)N/N=C/c1cc(Cl)cc(Cl)c1OCc1ccccc1
0.01	Nc1c(C(=O)c2ccccc2)sc2c1c(=O)[nH]c(=O)n2-c1ccccc1
0.43	O=S(=O)(NCCc1ccncc1)c1ccccc1
-0.96	O=C(Nc1ccc(Cl)cc1)Nc1nnc(-c2ccncc2)s1
-0.18	Cc1ccc(C(=O)N(Nc2nc3ccccc3s2)C(=O)c2ccc(C)cc2)cc1
-0.75	O=C(Nc1cccc2c1CCCC2)c1cc([N+](=O)[O-])cc([N+](=O)[O-])c1
-1.9	COc1ccc(NC(=O)Cn2nnc(-c3ccccc3NS(=O)(=O)c3ccccc3)n2)cc1
-0.7	CCOC(=O)c1ccc(NC(=S)NCCC2=CCCCC2)cc1
0.66	Cc1[nH]c(=O)[nH]c(=O)c1S(=O)(=O)N1CCCC(C(=O)NCc2ccccc2Cl)C1 (stereo unspecified)

Pulled by structure from the list above (three):
PTK2B oligo ant	structure
-0.96	O=C(Nc1ccc(Cl)cc1)Nc1nnc(-c2ccncc2)s1
-0.7	CCOC(=O)c1ccc(NC(=S)NCCC2=CCCCC2)cc1
0.47	COc1ccc(C(=O)NC(C(=O)N2CCc3ccccc32)C(C)C)cc1 (stereo unspecified)

Next structures follow:
PTK2B oligo ant	structure
-2.3	Cc1ccc(N/N=C(/Sc2nnnn2-c2ccccc2)C(=O)c2ccccc2)cc1
-2.8	Cc1ccc(C(=O)Nc2ccccc2C(=O)NCc2ccccc2)cc1
1.3	O=c1c2ccccc2nnn1CSc1ccccc1F
0.37	CCOc1ccc(NC2=C(Cl)C(=O)N(C3CCCCC3)C2=O)cc1
1	Cc1nn(-c2ccccc2)c2sc(C(=O)OCn3nnc4ccccc4c3=O)cc12
1.3	Cc1ccc([N+](=O)[O-])c(OCC(=O)OCC(=O)c2ccccc2)c1
0.03	COCCOC(=O)C1=C(C)Nc2cc(=O)[nH]c(=O)n2C1c1cccc([N+](=O)[O-])c1 (stereo unspecified)
2	CCCCC(=O)Nc1ccc(C(=O)NNC(=O)CCCOc2ccc(Cl)cc2Cl)cc1
-0.56	COc1ccc(NS(=O)(=O)c2cccc(N/C(=N\S(=O)(=O)c3ccccc3)c3ccc(F)cc3)c2)cc1
-0.53	COC(C(=O)NC1CCCCCCC1)c1ccccc1 (stereo unspecified)
0.27	COC(=O)c1ccc(C(=O)OC)c(NC(=S)N2CCN(c3cc(Cl)ccc3C)CC2)c1
-0.7	C=CCNCCCOc1ccc(C(C)(C)c2ccccc2)cc1

Reformatted in markdown: 3 of the compounds above
| Structure | PTK2B oligo ant |
| --- | --- |
| Cc1ccc(N/N=C(/Sc2nnnn2-c2ccccc2)C(=O)c2ccccc2)cc1 | -2.3 |
| O=c1c2ccccc2nnn1CSc1ccccc1F | 1.3 |
| Cc1nn(-c2ccccc2)c2sc(C(=O)OCn3nnc4ccccc4c3=O)cc12 | 1 |

(next part)
PTK2B oligo ant	structure
0.17	COc1cc(CC(=O)NNC(=O)c2cc(C)oc2C)cc(OC)c1OC
0.6	O=C(CSc1nnc(-c2ccc3c(c2)OCO3)n1-c1ccccc1)c1ccc(Cl)cc1
0.14	Cc1cc(C)nc(NS(=O)(=O)c2ccc(N/C=C/C(=O)c3ccc(Cl)cc3)cc2)n1
-0.53	Cn1c(CC(=O)Nc2ccccc2C(F)(F)F)c(Sc2ccccc2)c2ccccc21
0.37	COc1cccc(NC(=S)N2CCN(C(c3ccccc3)c3ccccc3)CC2)c1
-2.5	COc1cccc(-n2c(CN3CCN(c4ccccc4)CC3)nc3ccc([N+](=O)[O-])cc3c2=O)c1

Not all compounds are listed; rates above refer to the full screens.
